# Source: PubChem BioAssay (several laboratories)
# SRC2 inh: human SRC2 (NCOA2) inhibition | Q15596 | HEK293 GAL4-SRC2 luciferase reporter, luminescence | inhibition, % at 9 µM | 0.17% of 370,000 active | AID 651957;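 active = inhibition above the mean inhibition of all tested compounds plus 3 SD, set per campaign, cut at about 52% in these data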;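 also: 0% = DMSO treated cells and 100% = cells given Gossypol at 36 µM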
# Target sequence (Q15596 whole entry, looked up, the tested form may be a part): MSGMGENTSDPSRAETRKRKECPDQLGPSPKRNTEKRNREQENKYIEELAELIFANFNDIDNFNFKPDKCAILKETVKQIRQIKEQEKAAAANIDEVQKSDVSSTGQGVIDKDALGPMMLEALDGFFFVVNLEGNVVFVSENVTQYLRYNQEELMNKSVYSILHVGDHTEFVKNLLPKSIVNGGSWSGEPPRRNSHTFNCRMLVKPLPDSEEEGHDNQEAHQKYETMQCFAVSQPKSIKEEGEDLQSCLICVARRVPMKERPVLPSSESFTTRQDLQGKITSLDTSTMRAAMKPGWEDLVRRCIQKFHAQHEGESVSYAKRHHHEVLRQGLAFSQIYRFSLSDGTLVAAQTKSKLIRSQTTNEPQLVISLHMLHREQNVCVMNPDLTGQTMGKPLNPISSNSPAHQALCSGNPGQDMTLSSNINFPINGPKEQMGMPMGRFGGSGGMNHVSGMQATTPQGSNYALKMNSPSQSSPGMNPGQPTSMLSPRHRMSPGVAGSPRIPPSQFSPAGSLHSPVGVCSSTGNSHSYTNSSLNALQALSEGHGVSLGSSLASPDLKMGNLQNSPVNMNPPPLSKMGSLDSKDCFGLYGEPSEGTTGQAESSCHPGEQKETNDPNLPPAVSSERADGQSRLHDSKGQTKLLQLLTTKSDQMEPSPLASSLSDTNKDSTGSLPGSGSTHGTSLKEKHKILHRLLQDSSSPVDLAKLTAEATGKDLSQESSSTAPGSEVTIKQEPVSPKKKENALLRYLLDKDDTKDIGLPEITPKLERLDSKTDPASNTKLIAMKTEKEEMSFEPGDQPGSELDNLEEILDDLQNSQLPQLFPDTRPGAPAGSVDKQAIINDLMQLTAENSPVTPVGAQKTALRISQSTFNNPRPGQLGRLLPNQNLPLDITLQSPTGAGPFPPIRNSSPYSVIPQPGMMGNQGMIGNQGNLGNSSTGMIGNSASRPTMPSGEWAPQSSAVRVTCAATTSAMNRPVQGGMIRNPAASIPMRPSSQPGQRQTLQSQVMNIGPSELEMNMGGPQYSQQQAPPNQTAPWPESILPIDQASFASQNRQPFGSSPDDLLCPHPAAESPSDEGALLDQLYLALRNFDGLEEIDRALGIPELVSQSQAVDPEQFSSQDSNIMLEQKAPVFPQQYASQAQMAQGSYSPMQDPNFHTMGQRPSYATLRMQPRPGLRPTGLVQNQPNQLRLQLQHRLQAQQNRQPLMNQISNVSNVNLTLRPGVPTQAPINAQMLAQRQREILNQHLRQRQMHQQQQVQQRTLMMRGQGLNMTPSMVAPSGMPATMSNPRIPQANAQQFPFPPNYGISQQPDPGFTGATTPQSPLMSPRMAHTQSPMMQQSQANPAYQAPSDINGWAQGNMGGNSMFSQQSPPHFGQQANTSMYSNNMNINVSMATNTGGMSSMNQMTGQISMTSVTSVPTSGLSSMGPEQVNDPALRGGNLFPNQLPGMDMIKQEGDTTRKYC
# TLR9-MyD88 block: blocks human TLR9 binding to MyD88; Q9NR96+Q99836; CHO BLA complementation TLR9-MyD88, CCF4 FRET ratio; inhibition, % at 4.98 µM; 0.21% of 340,000 active; AID 504734;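 active = inhibition above the mean over all tested compounds plus 3 SD, cut at about 21% in these data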;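 also: 0% = DMSO only wells and 100% = clavulanate BLA inhibitor control wells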
# NOD2 RIPK2 PPI: NOD2-RIPK2 protein interaction inhibition; O43353; CHO BLA complementation NOD2-RIPK2, CCF4 ratio; inhibition, % at 4.98 µM; 0.38% of 360,000 active; in the data active = inhibition above about 21%;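 also: 0% = vehicle only and 100% = reference blocker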
# MC4R antagonist: antagonists of human melanocortin 4 receptor (MC4R) | P32245 | MC4R-expressing cells, MTII-stimulated cAMP, LANCE TR-FRET | inhibition, % at 6.5 µM | 0.48% of 360,000 active | AID 540295;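 active = inhibition above its plate's cutoff, the mean of tested wells on that plate plus 3 SD, cut at about 29% in these data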;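 also: 0% = Melanotan II alone and 100% = Melanotan II plus saturating MCL0020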
#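 material = U2OS cells stably expressing human melanocortin 4 receptor (MC4R) | also added = Melanotan II challenge | dosing = single nominal compound dose of 6.5 µM | detection = TR-FRET with Eu-cAMP and labeled anti-cAMP, 671 nm | replication = singlicate | timing = compound 30 min, challenge 1 h, detection 1 h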
# Glyco luc inh: blocks N-linked glycosylation in D54 reporter cells; reporter increase, % at 12.5 µM; 0.23% of 360,000 active; D54 ERlucT glycosylation luciferase reporter, 24 h; percent of 100 nM tunicamycin response;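 active = mean luciferase reporter signal, scaled so untreated is 0 and the glycosylation-blocking control 100, at or above a set limit in every replicate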;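 also: luciferase carries N-glycosylation sites so blocking glycosylation raises the light; 0% = median of neutral control wells and 100% = median of 100 nM tunicamycin wells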
# ABHD5 PLIN5 PPI: inhibitors of human ABHD5-perilipin-5 interaction | Q00G26+Q8WTS1 | Split G. princeps luciferase complementation, luminescence, 4 h | inhibition, % at 4 µM | 0.78% of 360,000 active | AID 602281;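 active = inhibition above the mean inhibition across every tested compound plus 3 SD, cut at about 22% in these data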;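 also: 0% = DMSO only wells and the 100% control is not disclosed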
# m5-HT2A agonist: mouse HTR2A agonism via beta-arrestin recruitment; activation, % at 7.6 µM; CHO-K1 mHTR2A beta-arrestin complementation, luminescence; percent of 30 µM serotonin response; 0.66% of 360,000 active;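 active = activation above a run cutoff, the mean activation of all tested compounds plus 3 SD, cut at about 14% in these data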;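 also: 0% = plate median of compound wells and 100% = 30 µM serotonin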
# MC4R barr agon: activates human MC4R beta-arrestin recruitment; U2OS MC4R beta-arrestin complementation, luminescence; percent of melanotan II response, DMSO zero; activation, % at 8.9 µM; 0.98% of 360,000 active; P32245;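 active = activation above a per-plate cutoff, the mean activation of sample wells on that plate plus 3 SD, cut at about 8% in these data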
# ABCB6 inh MLPCN: human ABCB6 transporter inhibition; 0.19% of 360,000 active; AID 602162; fluorescence ratio to DMSO, % at 10 µM; K562-ABCB6 porphyrin accumulation, flow cytometry, 1 h; hits give low values; Q9NP58;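 active = fluorescence ratio to DMSO below 75%, the collection mean minus 3 SD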;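 also: signal is porphyrin accumulated inside mitochondria; 100% equals median channel fluorescence of DMSO control wells; lower ratio means ABCB6 inhibition with less porphyrin fluorescence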
# H9c2 protect: myocardial damage modulation in H9c2 cells; protection from H2O2 cell death, % at 20 µM; H9c2 cardiomyocytes, H2O2 injury protection, ATPLite, 2 h; 0.63% of 360,000 active; AID 588492;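 active = compounds giving at least 50% protection of heart cells from peroxide-induced death in the single-dose screen, raw or plate-pattern-corrected value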;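 also: 0% = DMSO wells with peroxide and 100% = DMSO wells without peroxide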
# Active calls of the source: *; . = no result given. The list is partial (hit frequency here may not be typical).
structure,SRC2 inh,TLR9-MyD88 block,NOD2 RIPK2 PPI,MC4R antagonist,Glyco luc inh,ABHD5 PLIN5 PPI,m5-HT2A agonist,MC4R barr agon,ABCB6 inh MLPCN,H9c2 protect
O=C(NCCCn1cccn1)c1cc(COc2ccccc2)on1,-28,3,-4,11,-2,-1,-2,2.0,99,1
O=C(O)c1cc(Nc2cc(Cl)c3nonc3c2[N+](=O)[O-])ccc1O,-16,7,-7,-13,3,23*,-6,-2.5,97,12
COc1ccccc1N1CCN(S(=O)(=O)c2ccc(-c3cnc(C4CC4)o3)cc2)CC1,-6,-9,-17,-3,3,-7,0,-1.7,100,-3
CC/C(=N\NC(N)=O)c1ccc(OC)c(OC)c1,-17,.,2,5,-1,4,-1,0.1,99,-1
O=C(Cc1ccccc1)Nc1ccc(NC(=O)c2cccs2)cc1,1,2,-6,10,-4,4,-2,-1.2,98,1
Cc1ccc(C(=O)Nc2ccc(S(=O)(=O)NCc3ccco3)cc2)cc1,-24,-2,-16,-11,-4,1,-6,-0.7,89,-6
COC(=O)C1=C(C(=O)OC)[C@@H]2N(Cc3ccccc3)c3ccccc3[C@@]23C[C@@H](C(=O)OC)N(C(=O)CC(C)C)C3=N1,-15,3,6,8,-7,0,-3,1.1,97,17
Cc1ccc(C(=O)NC2CCCCCC2)cc1N1CCCC1=O,-8,1,0,2,1,-3,0,-3.4,110,5
O=C(Nc1nnc(SCCC2OCCO2)s1)C1CC(=O)N(c2ccc(F)cc2)C1 (configuration not stated),-11,-4,-4,7,1,-6,1,-2.0,95,-4
Cc1ccc(C(=O)N2CCN(c3ncccn3)CC2)cc1S(=O)(=O)N1CCCCC1,1,-11,5,6,-1,5,2,-0.1,99,15
COc1cccc(CNC(=O)Cc2csc(Nc3nc(=S)[nH]c4ccccc34)n2)c1,-13,10,-8,4,0,-1,11,-1.5,87,-12
CCOC(=O)C1CCN(C(=O)c2ccc(Cl)c(Cl)c2)CC1,5,-3,-5,2,-1,1,-2,-0.2,103,-4
CC(C)Cn1c(SCC(=O)NC2CC2)nc2ccc(Cl)cc2c1=O,-5,5,-8,1,0,2,3,-0.2,99,5
Cc1cc(-c2nnc(CCC(=O)NC(C)(C)C34CC5CC(CC(C5)C3)C4)o2)no1,-43,-1,-6,13,-3,-7,0,-2.1,99,1
CCC1Oc2ccc(C)cc2N(CC(=O)NCCc2ccc(OC)c(OC)c2)C1=O (configuration not stated),17,-1,1,0,1,-4,5,0.3,98,23
COc1cccc(CNC(=O)c2ccc(OC)c(S(=O)(=O)NC3CCCC3)c2)c1,-36,8,-2,-1,-1,0,-5,-1.4,96,1
Cc1cc(C(F)(F)F)n2ncc(-c3ccc(F)cc3)c2n1,-5,5,-8,-9,-1,-5,-3,-1.9,94,-3
N#C/C(=C\c1ccccc1)C(=O)NCCN1CCOCC1,2,-8,2,1,4,0,1,-0.7,102,4
Cc1ccc([C@H]2C[C@H](n3cc(-c4ccc(F)cc4)nn3)[C@@H](O)CN2CC2CCCCC2)cc1,5,-6,0,5,-3,-6,0,0.6,98,-14
Cc1cccc(NC(=S)N=Nc2c(O)n(CN3CCOCC3)c3ccccc23)c1C,18,-4,-4,-5,4,-2,3,0.2,97,4
CC(C)NC(=O)NC(=O)COC(=O)Cc1ccsc1,-6,3,-12,10,2,5,4,-1.3,99,-4
Cc1noc(C)c1CSCC(=O)N(C)CC(=O)Nc1ccc(Cl)c(C(F)(F)F)c1,3,-3,-4,4,0,-18,-2,-1.2,89,-14
COc1ccc(C(C(=O)NC2CCCC2)N(C(=O)c2snc(C(N)=O)c2N)C2CCCC2)cc1OC (configuration not stated),-8,-6,-15,5,2,-9,-8,-1.1,81,4
CCOC(=O)c1sc(Nc2ccc(C)cc2C)nc1C,14,-11,2,4,-6,3,-3,0.4,91,3
Cc1nc(-c2ccc(S(=O)(=O)NCc3ccccn3)s2)cs1,-3,0,5,3,-2,-3,5,2.0,101,0
O=C(c1ccco1)N1CCN(c2ccnc3cc(Cl)ccc23)CC1,-10,-12,-3,-3,-4,4,0,-1.0,89,-2
CCOC(=O)C(=O)N1c2ccccc2C(N(C(=O)C(=O)OCC)c2ccccc2)CC1C (configuration not stated),11,6,-15,-9,2,-7,5,-1.3,97,13
COc1ccccc1/C=C1\SC(=S)N(CCC(=O)Nc2cccc(O)c2)C1=O,-20,12,10,10,-1,9,-7,1.2,97,10
COc1ccc(NC(=O)C2(C)Cc3c(-c4ccccc4)ccnc3O2)cn1 (configuration not stated),-29,.,1,-19,13,-7,1,-1.9,101,6
CCCc1nc2ccccc2c(=O)n1/N=C/c1ccc(O)cc1O,-6,1,-2,2,0,1,-2,-0.9,93,21

# (listing goes on)
structure,SRC2 inh,TLR9-MyD88 block,NOD2 RIPK2 PPI,MC4R antagonist,Glyco luc inh,ABHD5 PLIN5 PPI,m5-HT2A agonist,MC4R barr agon,ABCB6 inh MLPCN,H9c2 protect
COc1ccccc1-c1c(C)[nH]n2c(=O)c(Cc3ccccc3)c(C)nc12,4,0,-2,3,-1,-5,-1,-2.9,99,14
O=C(CSc1nc(C2CC2)nc2ccccc12)Nc1ccc2c(c1)OCCO2,11,-14,7,4,4,1,1,-1.2,98,12
C=CCN1C(=O)/C(=C/c2ccc(O)cc2)S/C1=N/c1nccs1,6,4,11,-13,-4,-7,-4,7.5,104,5
O=C1C=CC(=O)N1c1ccc(O)cc1,19,3,-3,-7,0,20,2,-0.1,96,-32
CCn1c(-c2cccnc2Cl)nc2ccccc21,-35,1,1,2,0,-2,0,-2.1,102,6
COc1cccc(-c2nn(Cc3ccccc3)cc2CO)c1,-9,-5,-7,18,1,6,3,-0.9,100,1
Cc1cc(C(=O)C(C)OC(=O)c2ccc(NC(=O)CC#N)cc2)c(C)n1-c1ccc(OC(F)F)cc1 (configuration not stated),24,-10,-4,9,-4,-11,2,-0.8,96,-20
COc1ccc(S(=O)(=O)N(C)CC(=O)NCc2cccnc2)cc1C,1,7,1,15,4,-1,10,-1.0,95,0
C/C(=N\NC(=O)CSCc1ccc([N+](=O)[O-])cc1)c1ccccc1O,-9,3,0,-2,0,-6,-3,-1.2,101,63*
CCOC(=O)[C@@H]1[C@H]2COc3cc(OC)ccc3[C@H]2N2C(=O)N(c3ccc(F)cc3)C(=O)[C@]12C,.,-9,10,14,-2,-8,8,0.9,99,2
O=C(O)CCc1ccccc1OC(=O)c1ccccc1,10,-12,-11,6,3,-22,0,-0.7,99,-17
COc1cccc2c1OC1(C)CC2NC(=O)N1Cc1ccccc1 (configuration not stated),-2,5,-2,9,0,3,3,-0.2,105,2
C[C@H](CO)N1C[C@H](C)[C@@H](CN(C)C(=O)NC2CCCCC2)Oc2c(NC(=O)Cc3ccccc3)cccc2C1=O,15,5,-7,17,-3,-9,-3,3.0,101,-2
CC(=O)NCCc1ccc(C(=O)COC(=O)c2cc(C)oc2C)cc1,-26,6,4,0,0,0,-5,-1.4,99,-5
Cc1cccc(-c2c(NC(=O)c3ccco3)oc3c(C)cccc3c2=O)c1,12,1,0,-3,3,-4,7,-2.1,105,11
COCc1cc(C)nc(SCC(=O)Nc2cc(C(F)(F)F)ccc2N2CCOCC2)c1C#N,-3,4,-1,-8,-4,1,-1,-1.7,100,-2
CC(C)OCCCNC(=O)CCC(=O)NNc1nc2ccccc2c2nc(-c3ccccc3)nn12,-12,-6,1,-1,1,5,3,-1.7,98,84*
CCCCN(C)C(=S)Nc1ccc2nc3n(c(=O)c2c1)CCCCC3,-9,6,-1,3,2,0,3,-0.8,92,-8
COc1cc(-c2nnc3n2N=C(c2ccccc2)CS3)cc(OC)c1OC,-3,-13,4,-37,13,2,-4,-3.2,110,46
OC[C@@H]1CN(Cc2ccc3c(c2)OCO3)C[C@H](n2cnc3c(N4CCOCC4)ncnc32)O1,-13,.,2,9,1,-2,-4,-0.9,93,13
CN1C2CCC1CC(NS(=O)(=O)c1cccc(C(F)(F)F)c1)C2 (configuration not stated),4,0,7,-5,1,3,-1,-3.6,97,9
O=C(NCCCn1ccnc1)c1cnn2c1NC(c1ccccc1)CC2C(F)(F)F (configuration not stated),-21,4,-10,3,0,4,-3,0.1,100,1
CC(C)(C)c1ccc(OCc2nnc(SCC(N)=O)n2N)cc1,-20,-4,-6,13,3,1,-2,0.0,103,-2
CCOC(=O)C(NC(=O)c1ccccc1)C(C)(C)SCc1ccccc1 (configuration not stated),-2,2,4,3,-1,2,0,-0.6,95,-4
CCOC(=O)C1CCCN(c2c(NCCc3ccc(S(N)(=O)=O)cc3)c(=O)c2=O)C1 (configuration not stated),10,-1,0,-2,2,-5,-2,-0.8,105,9
O=C(CCNC(=O)c1ccc(Cl)cc1)Nc1ccccc1Cl,-3,-5,-4,3,2,5,-1,-1.0,92,-3
COc1ccc2nc(NC(=O)CCN3C(=S)NC(C)(C)CC3C)sc2c1 (configuration not stated),5,4,-8,2,-2,1,1,-3.0,89,-4
COC(=O)c1cc(-c2ccc(C)cc2)n[nH]1,-17,-1,-8,8,3,-1,2,-1.9,109,-1
COc1ccccc1C1C2=C(CCCC2=O)N(CC(=O)O)C2=C1C(=O)CCC2,-19,-15,8,21,1,7,-1,-0.2,101,7
O=C(NC1CCCCC1)C(c1cccc2ccccc12)n1c(=O)c(-c2cc3ccccc3[nH]2)nc2ccccc21 (configuration not stated),-19,.,38*,.,.,-2,1,.,.,.

# (cont.)
structure,SRC2 inh,TLR9-MyD88 block,NOD2 RIPK2 PPI,MC4R antagonist,Glyco luc inh,ABHD5 PLIN5 PPI,m5-HT2A agonist,MC4R barr agon,ABCB6 inh MLPCN,H9c2 protect
COC(=O)c1cn(NC(=O)Cc2ccccc2Br)c(=O)c2ccccc12,13,-6,-11,-4,1,1,4,1.3,102,-1
CC1CCC(NC(=O)C2CCN(S(=O)(=O)c3cccc4nonc34)CC2)CC1 (configuration not stated),20,-5,-10,10,-1,4,8,-1.6,90,4
Cc1ccc(OCc2cc(C(=O)NCC3COCCO3)no2)cc1C (configuration not stated),-20,0,-6,17,-1,-4,-7,0.1,94,-1
O=C(NCCCN1CCOCC1)c1coc2ccccc2c1=O,-11,3,3,9,6,6,-1,-1.4,101,2
O=C(NN=Cc1ccccc1Cl)c1ccc([N+](=O)[O-])cc1,-38,4,-14,6,0,-8,-4,-3.5,93,-7
CCOc1ccc(Br)cc1C1C(C(=O)OC)=C(N)Oc2cc(N(C)C)ccc21 (configuration not stated),13,7,3,-10,18,-6,-1,-2.7,114,-20
C[C@@H]1CN([C@H](C)CO)C(=O)CCCn2nncc2CO[C@H]1CN(C)Cc1ccc(Oc2ccccc2)cc1,-23,-5,-4,5,0,-7,-1,-0.4,100,6
